Screening data deposited in PubChem by Icahn School of Medicine at Mount Sinai.
RBX1-CUL1 inh: inhibitors of human ROC1-CUL1 ubiquitin ligase activity; inhibition, % at 10 µM; hit rate 0.6% among 140,000; in vitro K48 di-Ub FRET, acceptor:donor ratio, 45 min; E3 ubiquitin-protein ligase RBX1 (Homo sapiens) + Cullin-1 (Homo sapiens), P62877+Q13616; in the data active = inhibition above about 25%
Target sequence (P62877 whole entry, looked up): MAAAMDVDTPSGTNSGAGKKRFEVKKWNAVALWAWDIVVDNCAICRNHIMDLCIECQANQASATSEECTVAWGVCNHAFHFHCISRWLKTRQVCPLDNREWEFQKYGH
Target sequence (Q13616 whole entry, looked up): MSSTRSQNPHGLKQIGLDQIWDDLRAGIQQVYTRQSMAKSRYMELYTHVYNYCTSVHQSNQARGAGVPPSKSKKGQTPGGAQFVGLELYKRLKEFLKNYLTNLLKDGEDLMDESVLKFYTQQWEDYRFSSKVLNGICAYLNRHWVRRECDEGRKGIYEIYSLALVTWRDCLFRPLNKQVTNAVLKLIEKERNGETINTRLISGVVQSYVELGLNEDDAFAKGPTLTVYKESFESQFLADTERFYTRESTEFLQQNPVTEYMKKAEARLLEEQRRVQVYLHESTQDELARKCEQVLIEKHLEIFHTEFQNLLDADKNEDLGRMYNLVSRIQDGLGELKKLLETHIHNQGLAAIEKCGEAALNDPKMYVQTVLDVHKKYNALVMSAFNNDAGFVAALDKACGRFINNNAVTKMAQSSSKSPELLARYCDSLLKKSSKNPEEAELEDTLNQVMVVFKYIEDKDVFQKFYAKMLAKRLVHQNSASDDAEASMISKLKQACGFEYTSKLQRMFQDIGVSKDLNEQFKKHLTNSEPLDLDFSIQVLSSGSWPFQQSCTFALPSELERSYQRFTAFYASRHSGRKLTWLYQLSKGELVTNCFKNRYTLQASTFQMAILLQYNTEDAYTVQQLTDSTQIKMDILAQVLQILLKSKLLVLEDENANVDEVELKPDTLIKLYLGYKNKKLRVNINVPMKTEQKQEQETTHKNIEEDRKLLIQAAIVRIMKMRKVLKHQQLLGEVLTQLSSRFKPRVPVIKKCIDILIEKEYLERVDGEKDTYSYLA
* = called active by the depositor; & = joins results of further samples. Not all compounds are listed (hit frequency here may not be typical).

SMILES	RBX1-CUL1 inh
Cc1cccc(C)c1-n1ncc(C(=O)N2CCN(c3ccccn3)CC2)c1C1CCN(C(=O)OC(C)(C)C)CC1	0.5
Cc1ccccc1N1CCN(c2ncccc2CNC2CCSCC2)CC1	-5.3
O=C1OC(c2ccccc2)=C(c2nc3ccccc3nc2-c2ccccc2)C1=O	3.1
N#CC1C(=N)S/C(=C/c2ccco2)C1=N (stereo unspecified)	23.9
COCC(=O)Nc1cc(C(=O)Nc2ccc(F)cc2)ccc1Cl	-9.7
OCC1(Cc2ccccc2)CCCN(C/C=C/c2ccccc2)C1 (stereo unspecified)	0.7
Nc1c(-c2nnnn2-c2ccc(F)cc2)cnc2ccccc12	-0.9
O=C1CCCN1c1ccc(S(=O)(=O)NC2CC2)cc1	-9.2
CCOC(=O)c1sc2ncn(CC(=O)Nc3cc(Cl)ccc3C)c(=O)c2c1C	-7.7
Cc1c(C#N)c2ccccc2n1CC(=O)NCc1cccnc1	0.6
CCOc1ccc(CCN2C(=O)NC(=O)C3C2=NC(c2cccc(Cl)c2)=NC3(C(F)(F)F)C(F)(F)F)cc1OCC (stereo unspecified)	3.4
CC(=O)N1CCN(c2ncccc2CNC(=O)CC2=CCCCC2)CC1	-4.9
CCOC(=O)c1c(-c2ccc(OC)cc2)csc1NC(=O)Cc1ccc(F)cc1	3.1
CCCn1c(=O)c2c(nc3n(-c4ccccc4OC)c(C)c(C)n23)n(C)c1=O	3.0
COc1ccccc1C1(CC(=O)N2CCCC2c2ccc(F)cc2)CC(=O)N(C2CCCC2)C1=O (stereo unspecified)	-3.1
CC(=O)c1ccc(NC(=S)NC(=O)COc2ccc(Br)cc2)cc1	-3.7
CC1Cc2ccccc2N1C(=O)CSc1nnc2sc3ccccc3n12 (stereo unspecified)	2.6
COc1cc(/C=C2\SC(NC(C)=O)=NC2=O)cc2sc(=O)oc12	3.5
COC(=O)CC1C(=O)NCCN1Cc1nc(-c2ccccc2Cl)oc1C (stereo unspecified)	5.7
CC1=Nn2c(nnc2-c2cccs2)SC1	1.0
Cc1cccc(NC(c2ccc(OCc3ccccc3)cc2)c2ccc3ccc(C)nc3c2O)n1 (stereo unspecified)	-3.0
CCOc1ccc(NC(=O)CSc2nc(-c3cccs3)cc(C(F)(F)F)c2C#N)cc1	-6.5
CCOc1cc(/C=N/NS(=O)(=O)c2ccccc2)ccc1OCc1ccc(Cl)cc1Cl	-6.3
O=c1c2c3c(sc2nc2[nH][nH]c(=S)n12)CN(Cc1ccccc1)CC3	5.7

Compounds above that contain an aryl thioether with sulfur outside any ring (two):
SMILES	RBX1-CUL1 inh
CC1Cc2ccccc2N1C(=O)CSc1nnc2sc3ccccc3n12 (stereo unspecified)	2.6
CCOc1ccc(NC(=O)CSc2nc(-c3cccs3)cc(C(F)(F)F)c2C#N)cc1	-6.5

Other structures follow.
SMILES	RBX1-CUL1 inh
O=C(Oc1nsnc1N1CCOCC1)N1CCCCC1	4.8
Cc1ccc(C)c(-n2c(-c3csc(C)c3C)n[nH]c2=S)c1	-0.5
CCOC(=O)c1ccc(NC(=S)N2CCN(Cc3ccc4c(c3)OCO4)CC2)cc1	5.0
CCOc1ccc(CNC(=O)C2CCCCN2S(=O)(=O)c2ccc(F)cc2)cc1OC (stereo unspecified)	-3.4
COCC1CCCN(c2nc3nonc3nc2N2CCCCC2)C1 (stereo unspecified)	2.2
Cc1cc(/C=C2/C(=N)N3N=C(C(C)C)SC3=NC2=O)c(C)n1-c1cccc2ccccc12	7.0
CC(=O)NCC(=O)N1CCC(C2CCN(Cc3ccc(Cl)cc3)C2)CC1 (stereo unspecified)	3.3
CC1CCc2c(sc3nnn(CCCCOc4ccc(Cl)cc4)c(=O)c23)C1 (stereo unspecified)	-1.6
O=C(NCc1ccco1)c1ccccc1NS(=O)(=O)c1ccc(Br)s1	2.6
CCOc1cccc(C2C(C(=O)c3ccc(F)cc3)C(=O)C(=O)N2Cc2cccnc2)c1 (stereo unspecified)	-12.2
CCOC(=O)c1ccc(NC(=O)C(C)N2C(=O)C3C4C=CC(C4)C3C2=O)cc1 (stereo unspecified)	-0.4
COc1ccc(-n2ncc(C(=O)NCCc3ccsc3)c2C2CCN(C(=O)OC(C)(C)C)CC2)cc1	1.2
Cc1ccc(-c2csc3ncn(CC(=O)Nc4cccc5ccccc45)c(=O)c23)cc1	2.5
Cc1cc(OCC(=O)Nc2ncn[nH]2)ccc1Cl	4.2
CN(CCC1CCCCO1)C(=O)c1cc(Cn2ccc3ccccc32)[nH]n1 (stereo unspecified)	9.9
CCCc1sc(C(=O)N2CCCN(C)CC2)cc1Br	1.7
Cc1cccc(Nc2nc3nonc3nc2N2CCC(Cc3ccccc3)CC2)c1C	2.3
O=C(Nc1ccccc1Br)C1CCN(C(=O)c2ccccc2F)CC1	-3.7
Cc1cc(Cl)ccc1-n1c(CCC(=O)O)ccc1-c1cccs1	-2.6
Cc1cccc(NC(=O)CN2c3ccccc3S(=O)(=O)c3ccccc32)c1C	-5.9
N#CC1C(=N)Oc2c(c(=O)oc3ccccc23)C12C(=O)Nc1ccc(F)cc12 (stereo unspecified)	-2.7
COc1cccc(C(=O)OC2CCN(C)CC2)c1OC	6.9
Cc1ccc(NC(=S)NN(C)c2cc(C)nc(C)n2)cc1	3.2
COc1ccc(-c2cc(-c3ccc(C)cc3)nc3sc(C(=O)Nc4ccc(C)cc4)c(N)c23)cc1OC	0.4
C=CCn1c(CNc2ccc(C)cc2)nnc1SC(C)C(=O)N/N=C/c1ccccc1F (stereo unspecified)	-0.5
CCN(CC)C(=O)C(C)Sc1cc(C)c2cccc(C)c2n1 (stereo unspecified)	8.3
Cc1ccc(C2c3c(n[nH]c3C)OC(=N)C2C#N)o1 (stereo unspecified)	5.3
CC(=O)c1cc(CN2CCCC(N3CCN(c4ccccc4F)CC3)C2)cs1 (stereo unspecified)	-4.4
Cn1c(Cc2ccccc2)nnc1SCC(=O)N(c1ccccc1)c1ccccc1	-2.9
COc1cccc(C(=O)NC(=O)Nc2ccc(-n3nc(C(F)(F)F)cc3C(F)(F)F)cc2)c1	-3.3
CCC(C)(C)NC(=O)Nc1cccc(Cl)c1	-7.3
CN1CCc2nc3sc(C(=O)Nc4c(F)cccc4F)c(N)c3cc2C1	5.2&1.9
CC1(C)CC(=O)CC(=NCCN2CCN(C(=O)Nc3ccc(Cl)cc3)CC2)C1	8.4
NC(=O)c1ccccc1NS(=O)(=O)Cc1ccccc1	3.0
CCOC(=O)c1c(-c2ccc(OC)cc2)oc2ccc(O)cc12	-1.8
CCOC(=O)C1(Cc2ccccc2C)CCCN(C(=O)C2=NN(C)C(=O)CC2)C1 (stereo unspecified)	0.6
CN(CC1CCCCO1)C(=O)c1cc(COc2cccc(F)c2)[nH]n1 (stereo unspecified)	6.8
CC(C)(C)c1ccc(Oc2ncccc2C(=O)N2CCN(c3ccccc3)CC2)cc1	-6.4
CCCCNC(=O)c1ccc(-c2nc(CN3CCc4ccccc43)c(C)o2)cc1	-12.9
Cc1cccc(NC(=O)c2cccc(F)c2)c1C	0.0
CCN1C(=O)/C(=C/c2c(C)nn(C)c2C)SC1=S	-2.4
COc1ccc(N2CC(C(=O)NC3CCCCC3)CC2=O)c(OC)c1 (stereo unspecified)	-7.6
CCCCn1c(NCc2cc(Br)ccc2O)nc2ccccc21	0.7
CCOc1ccc(OCC)c(NS(=O)(=O)c2ccc3c(c2)CCCN3C(C)=O)c1	0.5
O=C1N(CC2CCCCC2)CCCC1(O)CNCc1n[nH]c2c1CCC2 (stereo unspecified)	5.3
O=C(NCC(O)CO)c1ccc(OC2CCN(CCc3ccccc3)CC2)cc1 (stereo unspecified)	11.3
Cc1cc(OC(=O)c2cccc(F)c2)c(C(C)C)cc1Cl	-18.7
Cc1cccc(C(=O)N(Cc2nc(-c3ccc(Cl)cc3)no2)C(C)C)c1	-8.1
Nc1c(C(=O)Nc2ccccc2C(F)(F)F)sc2nc(-c3ccccc3)cc(-c3ccc(F)cc3)c12	5.9
COc1ccc(C(=O)COC(=O)c2cnccn2)cc1Br	-1.9
O=C1CCCC(=O)C1C1=NC2(CCCCCC2)Cc2ccccc21	9.6
CCOc1ccccc1N1CCN(C(=O)c2cc(-c3ccc4c(c3)OCO4)nc3ccccc23)CC1	-8.3
COc1ccc(OC)c(NC(=S)NC(=O)c2ccc(C)cc2)c1	1.6
COc1cccc(CNC(=O)c2ccc3oc(=O)n(Cc4ccccc4)c3c2)c1	1.9
O=C(Cn1cc(S(=O)(=O)Cc2ccc(F)cc2)c2ccccc21)NCc1ccccc1Cl	2.8
Cc1[nH][nH]c(=O)c1C(c1ccccc1I)c1c(C)[nH][nH]c1=O	-5.2
CCn1cc(S(=O)(=O)c2ccc(C)cc2)c(=O)c2cc(F)c(N3CCCCCC3)cc21	1.4
CC(NS(=O)(=O)Cc1ccc(F)cc1)c1ccccc1 (stereo unspecified)	11.2
Cc1ccc(C2Nc3c(ccc4ccccc34)C3=C2C(=O)CC(C)(C)C3)cc1 (stereo unspecified)	-12.7
C#CCOc1ccc(-c2nnc(Nc3ccc(NC(C)=O)cc3)c3ccccc23)cc1	16.8

Remaining list, next part.
SMILES	RBX1-CUL1 inh
CCc1ccc(C2C(C(=O)Nc3ccc(Cl)cc3)C(C)=Nc3ncnn32)cc1 (stereo unspecified)	0.0
C=CCN(C#N)c1nc(NCC)nc(NC(C)C)n1	15.5
O=C(COC(=O)c1ccc(COc2ccc(Br)cc2)cc1)c1ccc(F)cc1	-1.2
Cc1ccc(-c2nc3c(C)cc(C)cc3c(=O)o2)cc1	10.9
COc1ccc(CNCCSc2nnnn2-c2ccccc2)c(OC)c1	0.5
N#C/C(=C\c1ccc(-c2ccc(C(=O)O)cc2)o1)c1nc2ccccc2[nH]1	7.5
COc1ccc(-c2nc(Cn3c(SCc4ccccc4F)nc4cccnc43)c(C)o2)cc1	-3.1
CC(C)CNC1CC(=O)N(c2ccc(Cl)cc2)C1=O (stereo unspecified)	-6.4
Cc1cc(C)c2c3c(sc2n1)C1(CCN(C)CC1C)C(C#N)C(=N)O3 (stereo unspecified)	-7.5
Clc1ccc2[nH]c3c(c2c1)CCc1cn[nH]c1-3	0.7
CCC(Sc1nncn2c1cc1occc12)C(=O)Nc1ccc(C)c(Cl)c1 (stereo unspecified)	3.9
CC(=N\Nc1ccccc1)/C(Cl)=N/O	5.4
COC(=O)C1C(C)=Nc2nc3cc(C)c(C)cc3n2C1c1cccc(Br)c1 (stereo unspecified)	6.6
N#Cc1ccccc1NC(=O)C(=O)NCCc1csc(-c2ccc(C(F)(F)F)cc2)n1	-10.0
Clc1ccc(OCCSc2nnnn2C2CCCCC2)cc1	5.9
CCOC(=O)Cc1ccc(NC(=O)N(Cc2ccc(CC)cc2)Cc2cn[nH]c2-c2ccc(OC)cc2)cc1	6.0
O=C(O)c1ccccc1C(=O)Nc1ccc(N2CCN(c3ccc(F)cc3)CC2)cc1	-0.1
c1csc(-c2cnc3ccccc3n2)c1	12.3
CCO[C@@H](O)[C@H]1N[C@@H](c2ccc(C(F)(F)F)cc2)[C@@H]([N+](=O)[O-])[C@@H]1c1ccccc1	3.2
CC1=NC2(CCCCCC2)Cc2ccccc21	3.6
Cc1ccc(OCc2nnc(SCC(=O)c3ccc(Br)cc3)n2C)cc1	4.8
CC(C)CN1CCC(CN(C)C(=O)c2cc(COc3ccc4ncccc4c3)on2)C1 (stereo unspecified)	-1.0
COc1ccccc1N1CCN(S(=O)(=O)CCNC(=O)COc2ccc(F)cc2)CC1	-4.8
COCCn1ccnc1CN1CCc2[nH]nc(C3CCC3)c2C1	6.5
Cc1ccc(CCNc2ncnc3onc(C)c23)cc1	0.3
CCOc1ccccc1N1CC(c2nc3ccccc3n2CCOc2ccc(OC)cc2)CC1=O (stereo unspecified)	-6.2
CC(C)CCC(=O)N1CCC(C2(c3ccccn3)NC(=O)N(CCc3cccs3)C2=O)CC1 (stereo unspecified)	-12.9
O=C(N/N=C/c1ccco1)c1cccc(COc2ccccc2Cl)c1	-5.7
O=C(Nc1ccc(Cl)cc1)c1cc(S(=O)(=O)N2CCc3ccccc32)ccc1F	6.8
C=CCn1ccc(-c2cccc(-c3cccnc3)c2)n1	10.7
COc1cc(/C=N/NC(=O)COc2ccc(Cl)cc2)ccc1OCc1cccc(Cl)c1	-5.8
O=C(Nc1ccc(C2CCC(c3ccc(NC(=O)c4cccnc4Cl)cc3)CC2)cc1)c1cccnc1Cl (stereo unspecified)	5.1
CCc1ccc(S(=O)(=O)N(C)C2CCCCC2)cc1	-5.7
Cc1c(C)n2c3c(=O)[nH]c(=O)n(C)c3nc2n1-c1cccc(O)c1	4.5
COc1ccccc1N1CCN(C(=O)CNS(=O)(=O)c2ccc(Br)s2)CC1	5.7
COCCN(CC1CCN(Cc2ccccc2F)CC1)C(=O)CCCN1CCCCC1=O	14.5
Cc1ccc2c(CNC3CCCCC3)c(C(=O)O)n(Cc3ccc(F)cc3)c2c1	-5.0

Among those listed so far, these contain an NH in an aromatic ring.
SMILES	RBX1-CUL1 inh
O=c1c2c3c(sc2nc2[nH][nH]c(=S)n12)CN(Cc1ccccc1)CC3	5.7
Cc1ccc(C)c(-n2c(-c3csc(C)c3C)n[nH]c2=S)c1	-0.5
Cc1cc(OCC(=O)Nc2ncn[nH]2)ccc1Cl	4.2
CN(CCC1CCCCO1)C(=O)c1cc(Cn2ccc3ccccc32)[nH]n1 (stereo unspecified)	9.9
Cc1ccc(C2c3c(n[nH]c3C)OC(=N)C2C#N)o1 (stereo unspecified)	5.3
CN(CC1CCCCO1)C(=O)c1cc(COc2cccc(F)c2)[nH]n1 (stereo unspecified)	6.8
O=C1N(CC2CCCCC2)CCCC1(O)CNCc1n[nH]c2c1CCC2 (stereo unspecified)	5.3
Cc1[nH][nH]c(=O)c1C(c1ccccc1I)c1c(C)[nH][nH]c1=O	-5.2
N#C/C(=C\c1ccc(-c2ccc(C(=O)O)cc2)o1)c1nc2ccccc2[nH]1	7.5
Clc1ccc2[nH]c3c(c2c1)CCc1cn[nH]c1-3	0.7
CCOC(=O)Cc1ccc(NC(=O)N(Cc2ccc(CC)cc2)Cc2cn[nH]c2-c2ccc(OC)cc2)cc1	6.0
COCCn1ccnc1CN1CCc2[nH]nc(C3CCC3)c2C1	6.5
Cc1c(C)n2c3c(=O)[nH]c(=O)n(C)c3nc2n1-c1cccc(O)c1	4.5
